Assay outcomes deposited in PubChem BioAssay by several laboratories.
MEX-5 binding = C. elegans MEX-5 TCR-2 RNA binding activity | AID 1832 | MEX-5/FITC-TCR2 RNA binding, fluorescence polarization; active compounds read low | Q9XUB2 | 0.38% of 300,000 active | activity score (negative = inhibition of binding), % at 10 µM;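 active = inhibition past about -25% in most replicates, and total fluorescence under double the plate's negative control median, limit read from the data; inconclusive = replicates evenly split on the limit, or fluorescence at least double controls; inactive = too little inhibition in most replicates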;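 note: 0% = DMSO and -100% = 5 µM competing unlabeled TCR2 RNA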
Target sequence (Q9XUB2 whole entry, looked up): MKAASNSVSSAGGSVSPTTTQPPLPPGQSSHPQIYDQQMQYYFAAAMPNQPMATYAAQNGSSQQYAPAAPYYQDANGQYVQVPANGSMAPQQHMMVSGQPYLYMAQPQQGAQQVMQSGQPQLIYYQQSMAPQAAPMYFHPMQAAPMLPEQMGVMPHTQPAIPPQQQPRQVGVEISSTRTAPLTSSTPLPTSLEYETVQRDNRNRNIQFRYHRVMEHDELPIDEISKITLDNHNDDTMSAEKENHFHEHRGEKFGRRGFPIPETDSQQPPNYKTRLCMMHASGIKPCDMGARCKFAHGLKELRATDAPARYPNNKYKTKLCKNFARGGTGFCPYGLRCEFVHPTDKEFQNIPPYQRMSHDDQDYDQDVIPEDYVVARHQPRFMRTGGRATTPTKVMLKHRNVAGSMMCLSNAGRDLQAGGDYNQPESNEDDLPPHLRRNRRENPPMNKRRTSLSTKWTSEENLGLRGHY
MCL1-BIM inh = MCL1-BIM-BH3 interaction inhibition (human); inhibition, % at 10.9 µM; 0.68% of 320,000 active; GST-MCL1 / FITC-Bim-BH3 fluorescence polarization; AID 2057;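 active = inhibition above the mean inhibition of all tested compounds plus 3 SD, set per campaign, cut at about 40% in these data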;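 note: 0% = DMSO wells and 100% = unlabeled Bim-BH3 peptide control; higher means more loss of mP so more displacement of Bim peptide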
Target sequence (Q07820 whole entry, looked up): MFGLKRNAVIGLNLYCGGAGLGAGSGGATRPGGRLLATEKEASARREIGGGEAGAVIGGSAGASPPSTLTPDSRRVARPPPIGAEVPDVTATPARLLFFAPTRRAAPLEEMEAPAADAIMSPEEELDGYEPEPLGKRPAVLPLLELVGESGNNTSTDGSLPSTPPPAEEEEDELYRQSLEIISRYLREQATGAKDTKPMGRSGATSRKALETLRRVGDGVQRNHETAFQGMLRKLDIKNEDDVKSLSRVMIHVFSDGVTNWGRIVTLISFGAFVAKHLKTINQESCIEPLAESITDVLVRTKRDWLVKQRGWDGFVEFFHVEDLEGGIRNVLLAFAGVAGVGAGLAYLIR
VLA-4 inh = inhibition in a human VLA-4 binding assay; AID 2557; 0.2% of 330,000 active; inhibition, % (about 7 µM as worked out from the volumes in the protocol); VLA-4 expressing cells, ligand binding flow cytometry; in the data active = inhibition above about 50%
AGP1 TOR yeast = alters AGP1-GFP fluorescence in TOR pathway yeast screen; S. cerevisiae AGP1-GFP multiplex flow cytometry, 3 h; GFP as percent of DMSO wells; GFP response vs DMSO, % at 10 µM; 0.02% of 320,000 active;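 active = GFP response relative to DMSO above a set limit, near screen average plus 3 SD, cut at about 150% in these data; inconclusive = fewer than 70 cells counted for the yeast strain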;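 note: median GFP channel fluorescence of the gated AGP1 strain per well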
CIT2-GFP yeast = alters CIT2-GFP fluorescence in TOR pathway yeast screen | S. cerevisiae CIT2-GFP strain, flow cytometry, 3 h; 100 means same as DMSO wells | GFP response vs DMSO, % at 10 µM | 0.065% of 320,000 active;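 active = GFP response relative to DMSO above a set limit, near the screen mean plus 3 SD, cut at about 150% in these data; inconclusive = Fewer than 70 cells measured for a yeast strain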;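 note: ratio of well median GFP fluorescence to mean of DMSO wells on the plate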
Yeast superoxide = caloric restriction mimetics inhibiting age-related superoxide in yeast. S. cerevisiae aged cells, superoxide DHE fluorescence; active compounds read low. superoxide response (% of plate mean), % at 10 µM. 0.18% of 330,000 active. AID 2690;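 active = superoxide response under a set limit, about three screen SD below normal, cut at about 65% in these data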;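 note: yeast aged for seven days with compound at 30 °C before DHE staining; 100% = average MFI of all compound-treated wells on the plate with controls excluded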
BCLXL inh = Bcl-xL (human) inhibition; Q07817; GST-Bcl-xL / FITC-Bim BH3 peptide fluorescence polarization; inhibition, % at 10.9 µM; 0.7% of 320,000 active; AID 2129;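 active = inhibition above the mean of all tested compounds plus 3 SD, cutoff set per campaign, cut at about 30% in these data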;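 note: 0% = DMSO wells and 100% = unlabeled Bim-BH3 peptide competitor; inhibitors lower millipolarization by displacing the labeled peptide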
Target sequence (Q07817 whole entry, looked up): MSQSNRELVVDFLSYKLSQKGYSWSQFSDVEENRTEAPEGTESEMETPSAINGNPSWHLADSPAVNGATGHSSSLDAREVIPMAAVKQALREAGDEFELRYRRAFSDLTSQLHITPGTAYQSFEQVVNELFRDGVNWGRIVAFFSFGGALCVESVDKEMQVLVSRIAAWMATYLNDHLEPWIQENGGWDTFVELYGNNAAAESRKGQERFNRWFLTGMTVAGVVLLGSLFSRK
GLD-1 RNA inh = GLD-1-TGE RNA interaction inhibition (C. elegans). Q17339. purified GLD-1 + fluorescein TGE RNA, fluorescence polarization. inhibition, % at 5.96 µM. 0.44% of 320,000 active. AID 2280;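 active = percent inhibition above a per-plate cutoff, the plate mean of test compounds plus 3 SD, cut at about 30% in these data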;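 note: 0% = DMSO wells with GLD-1 and probe and 100% = wells lacking GLD-1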
GRK2 aptamer HTS = human GRK2 inhibition via aptamer displacement. inhibition of aptamer binding, % at 10 µM. 0.59% of 330,000 active. bead flow cytometry, FAM-aptamer displacement from GRK2. P25098;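 active = inhibition of aptamer binding above 40%, roughly 3 SD of noise, on plates passing a quality check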;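 note: median bead fluorescence of bound FAM aptamer so fluorescent compounds give negative values; no value below 0 was filed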
An asterisk follows results filed as active; u = inconclusive; x = not tested or not shown. An unsorted share of the library. About 2.1% of those tested had a hit in this group.

#1 COc1ccccc1C(=O)Nc1ccc(S(=O)(=O)N2CCN(C)CC2)cc1
#2 Cc1ccc(S(=O)(=O)N2CCN(C(=O)c3ccco3)CC2)cc1
#3 O=C(Nc1cc2c3c(c1)CC(=O)N3CCC2)C1CCCCC1
#4 COc1ccc(CCNC(=O)CNCC2CCCCC2)cc1OC
#5 CCCS(=O)(=O)c1cscc1NC(=O)c1c(-c2c(F)cccc2Cl)noc1C
#6 O=C(NC1CCCC1)C(c1cccnc1)N(C(=O)c1csnn1)c1ccccc1 (centres undefined)
#7 Cc1n(N)c2ccccc2[n+]1CC(=O)c1ccccc1
#8 CCC[C@@H]1CCCO[C@@](C(=O)NCc2ccc(S(C)(=O)=O)cc2)(C(F)(F)F)C1

assay / entry	1	2	3	4	5	6	7	8
MEX-5 binding	1.8	1.3	1.2	-0.7	5.6	-1.0	0.0	-0.1
MCL1-BIM inh	8	7	2	4	4	2	3	-4
VLA-4 inh	15	1	8	-7	-6	15	11	-4
AGP1 TOR yeast	98	99	111	102	102	99	84	94
CIT2-GFP yeast	90	96	105	102	93	105	92	94
Yeast superoxide	110	103	100	87	96	101	88	93
BCLXL inh	7	5	5	4	8	0	7	2
GLD-1 RNA inh	3	1	1	-1	4	-2	6	0
GRK2 aptamer HTS	0	1	0	0	0	0	3	1

#9 CS(=O)(=O)c1ccc(C(=O)Nc2ccc(-c3nc4ccccc4[nH]3)cc2)cc1
#10 COc1ccccc1CCC(=O)N(C)CC(=O)Nc1ccc(Cl)c(C(F)(F)F)c1
#11 CCCC1=NN2C(=N)/C(=C\c3ccc(OCCOc4ccc(NC(C)=O)cc4)c(OC)c3)C(=O)N=C2S1
#12 COc1ccc(Br)cc1CN(C)CC(=O)Nc1cc([N+](=O)[O-])ccc1OC
#13 CC(=O)NC(c1ccc(F)cc1)c1cccnc1 (centres undefined)
#14 COc1ccc(C2CC(c3ccc(C)cc3)Nc3ncnn32)cc1 (centres undefined)
#15 CCSc1nnc(-c2ccc(Cl)cc2)c2ccccc12
#16 C#CCOCCOCCOCCNc1nc(N2CCN(C(=O)CCCCCCCCCCNC(=O)[C@H]([C@@H](C)CC)n3cc(CCCCN=C(N)N)nn3)CC2)nc(N2CCN(C(=O)CCCCCCCCCCNC(=O)[C@H](CCCCN)n3cc(C)nn3)CC2)n1

assay / entry	9	10	11	12	13	14	15	16
MEX-5 binding	-2.2	2.7	-5.2	1.9	2.9	-0.5	-3.6	x
MCL1-BIM inh	-5	-7	-1	-11	6	0	0	-10
VLA-4 inh	12	-2	3	0	26	16	-6	-11
AGP1 TOR yeast	96	102	95	108	94	99	102	86
CIT2-GFP yeast	94	95	100	104	92	93	99	76
Yeast superoxide	118	117	97	102	101	107	99	106
BCLXL inh	-3	-6	-6	-6	8	6	-2	-5
GLD-1 RNA inh	1	3	-5	-1	7	-4	-1	-6
GRK2 aptamer HTS	0	0	2	2	2	0	0	0

#17 CCCCOCC(O)Cn1c(C)nc2ccccc21 (centres undefined)
#18 COCCn1c(C(C)C)nc2sc3ccccc3c(=O)c2c1=O
#19 Cc1cc(C)c(NC(=O)CN(C)C(C)C(=O)N2CCc3ccccc32)c(C)c1 (centres undefined)
#20 COc1ccc(CCNc2nc(C)cc(C)c2C#N)cc1OC
#21 CCOc1ccc(-n2c(C)nc3cc(C(=O)NCc4ccco4)ccc32)cc1
#22 C=CCC(O)(CC=C)CNC(=O)C1CCC(=O)N(CCCc2ccccc2)C1 (centres undefined)
#23 CC(=O)c1cccc(NC(=O)COC(=O)c2ccccc2C)c1
#24 CC(OC(=O)c1nsc(Cl)c1Cl)C(=O)NCCc1ccccc1 (centres undefined)

assay / entry	17	18	19	20	21	22	23	24
MEX-5 binding	-3.1	1.1	x	4.0	-0.4	-0.9	-0.3	-0.4
MCL1-BIM inh	1	8	-8	-2	10	3	3	-6
VLA-4 inh	-1	-3	16	-4	3	-2	-35	-2
AGP1 TOR yeast	106	98	97	100	103	100	102	103
CIT2-GFP yeast	106	102	94	104	101	99	99	93
Yeast superoxide	95	116	100	99	105	104	87	98
BCLXL inh	-6	7	-1	-1	11	1	6	19
GLD-1 RNA inh	6	-3	4	2	0	5	-1	1
GRK2 aptamer HTS	3	0	0	7	1	0	0	0

#25 CC1=NN(c2ccccc2)C(=O)/C1=C/C=C/C=C/N(C)C
#26 COc1ccc2[nH]cc(CCNC(=O)c3ccco3)c2c1
#27 O=c1cc(-c2ccc(C3CCCCC3)cc2)[nH][nH]1
#28 CN(C)c1ccc(N=Nc2ccccc2C(=O)OCC(=O)N2CCCC2)cc1
#29 O=C1CCc2cc(S(=O)(=O)N3CCN(c4ccccc4)CC3)cc3c2N1CCC3
#30 COc1ccc(OC)c(Nc2cc(C)nc3ccc(C)cc23)c1
#31 COc1c(C)cc(C(=O)C2CCCN(C(=O)c3cc4nc(C)cc(C)n4n3)C2)cc1C (centres undefined)
#32 Cc1ccc([N+](=O)[O-])cc1NC(=O)CN(C(=O)c1ccccc1Cl)C1CCCCC1

assay / entry	25	26	27	28	29	30	31	32
MEX-5 binding	65	x	-0.7	4.4	-0.4	0.0	1.6	1.6
MCL1-BIM inh	-113	-1	2	-7	1	10	-9	-2
VLA-4 inh	10	7	-2	-8	-3	8	-12	-5
AGP1 TOR yeast	u	96	103	x	100	103	99	102
CIT2-GFP yeast	u	90	97	x	95	93	93	101
Yeast superoxide	97	96	74	99	94	102	100	109
BCLXL inh	-72	3	-1	-5	2	4	-1	1
GLD-1 RNA inh	-117	3	10	-17	-1	4	-7	6
GRK2 aptamer HTS	8	1	3	0	1	x	3	0

#33 Cc1ccccc1Cn1c(=O)n(CCCC(=O)NCc2ccco2)c(=O)c2sccc21
#34 COc1ccccc1-n1cnc2cc(NCc3ccccn3)ccc21
#35 CCN(C[C@H]1N[C@@](C)(C(=O)OC)[C@H]2C(=O)N(Cc3ccccc3)C(=O)[C@@H]12)C(=O)Nc1ccc(F)cc1
#36 COc1ccc(CN2CCN(C(=O)c3ccccc3F)CC2)c(OC)c1OC
#37 O=C(O)c1ccc(CS(=O)c2cccc(C(F)(F)F)c2)o1 (centres undefined)
#38 CN(C(=O)c1ccc(NC(=O)Cc2cccc(NC(=O)C3CCCN(C(=O)C4CCC4)C3)c2)cc1)C1CCCC1 (centres undefined)
#39 Cc1ccc(S(=O)(=O)/N=C(\c2ccccc2)N(C)S(=O)(=O)c2ccccc2)cc1
#40 O=C(CCC(=O)c1ccc(Br)cc1)Nc1cccnc1

assay / entry	33	34	35	36	37	38	39	40
MEX-5 binding	-0.3	0.1	x	0.9	0.0	x	0.3	0.6
MCL1-BIM inh	5	2	x	2	1	7	-1	2
VLA-4 inh	15	0	-12	-9	1	3	5	0
AGP1 TOR yeast	102	98	94	104	112	92	104	100
CIT2-GFP yeast	96	89	93	106	114	99	101	96
Yeast superoxide	101	120	68	115	102	111	119	89
BCLXL inh	0	4	x	8	0	0	2	7
GLD-1 RNA inh	3	10	2	6	6	1	-3	8
GRK2 aptamer HTS	5	5	1	0	4	0	0	0

#41 CCCN(CCC)CCNC(=S)Nc1ccc2nc3n(c(=O)c2c1)CCCCC3
#42 O=C(O)c1ccc(/C=N/NC(=O)c2ccc(NS(=O)(=O)c3cccs3)cc2)cc1
#43 COc1ccc(NC(=O)C2CCCN(S(=O)(=O)c3ccc(C)cc3)C2)cc1OC (centres undefined)
#44 COc1ccccc1/C=C1\NC(=S)N(CC2CCCO2)C1=O (centres undefined)
#45 CC(C)C(=O)NCCc1nc2ccccc2n1CCOc1ccccc1
#46 CC(C)C(NC(=O)OCc1ccccc1)C(=O)O (centres undefined)
#47 O=c1c2cc(-c3ccccc3)sc2nc2n1N=C(c1cccs1)CS2
#48 COc1ccc(-c2cc(C(=O)NCCN3CCOCC3)c3ccccc3n2)cc1OC

assay / entry	41	42	43	44	45	46	47	48
MEX-5 binding	-3.8	0.4	-0.9	-0.2	2.1	3.0	-1.1	0.0
MCL1-BIM inh	3	3	12	2	2	-8	5	2
VLA-4 inh	5	-6	11	8	8	-10	-9	12
AGP1 TOR yeast	97	102	97	89	97	108	96	94
CIT2-GFP yeast	93	96	97	95	94	109	94	98
Yeast superoxide	86	109	99	97	89	105	110	97
BCLXL inh	4	1	3	1	2	-1	8	5
GLD-1 RNA inh	4	4	4	2	5	0	2	-8
GRK2 aptamer HTS	3	0	3	0	0	1	3	0

#49 COc1ccc(OCCCC(=O)OC(C)C(=O)Nc2ccc(C)cc2)cc1 (centres undefined)
#50 N#Cc1ccccc1CSc1nc2ccsc2c(=O)n1Cc1ccccn1
#51 O=C(CSc1nc2scc(-c3ccccc3)c2c(=O)[nH]1)NCCc1ccccc1
#52 O=c1cc(COc2ccc(Cl)c(Cl)c2)nc2sccn12
#53 c1ccc(N=P(c2nc3ccccc3o2)(N2CCOCC2)N2CCOCC2)cc1
#54 COc1ccc(NC(=O)CSc2nc3nc(C)cc(C)c3c(=O)[nH]2)cc1OC
#55 Oc1c(Br)cc(Cl)cc1C=Nc1ccc(N2CCOCC2)cc1
#56 Cc1ccc(N(C)C(=O)N2CCN(c3ccccn3)CC2)cc1
#57 COc1cc(NC(=O)CN2C(=O)c3ccccc3C2=O)c(C(=O)O)cc1OC
#58 CC1CCN(S(=O)(=O)c2ccc(C(=O)N3CCN(c4ccccc4F)CC3)cc2)CC1
#59 Cc1cc(Cl)ccc1OCCCC(=O)NCCCn1ccnc1

assay / entry	49	50	51	52	53	54	55	56	57	58	59
MEX-5 binding	-1.4	2.2	-0.6	-0.9	3.1	x	1.6	-0.7	-1.0	-0.7	-2.6
MCL1-BIM inh	-3	-2	8	9	-16	x	0	2	2	1	0
VLA-4 inh	8	-6	-5	6	23	8	4	11	8	-3	-4
AGP1 TOR yeast	98	99	100	97	92	102	92	102	106	102	103
CIT2-GFP yeast	102	98	105	100	96	102	85	104	104	101	101
Yeast superoxide	102	118	99	111	96	84	109	82	99	107	97
BCLXL inh	-1	5	2	6	-10	x	1	2	5	1	2
GLD-1 RNA inh	-2	2	1	1	-6	6	-4	3	-4	1	1
GRK2 aptamer HTS	3	0	5	0	8	23	6	0	0	0	2

Reformatted field by field: entries from further up
(56) Cc1ccc(N(C)C(=O)N2CCN(c3ccccn3)CC2)cc1
  MEX-5 binding: -0.7; MCL1-BIM inh: 2; VLA-4 inh: 11; AGP1 TOR yeast: 102; CIT2-GFP yeast: 104; Yeast superoxide: 82; BCLXL inh: 2; GLD-1 RNA inh: 3; GRK2 aptamer HTS: 0

(57) COc1cc(NC(=O)CN2C(=O)c3ccccc3C2=O)c(C(=O)O)cc1OC
  MEX-5 binding: -1.0; MCL1-BIM inh: 2; VLA-4 inh: 8; AGP1 TOR yeast: 106; CIT2-GFP yeast: 104; Yeast superoxide: 99; BCLXL inh: 5; GLD-1 RNA inh: -4; GRK2 aptamer HTS: 0

(58) CC1CCN(S(=O)(=O)c2ccc(C(=O)N3CCN(c4ccccc4F)CC3)cc2)CC1
  MEX-5 binding: -0.7; MCL1-BIM inh: 1; VLA-4 inh: -3; AGP1 TOR yeast: 102; CIT2-GFP yeast: 101; Yeast superoxide: 107; BCLXL inh: 1; GLD-1 RNA inh: 1; GRK2 aptamer HTS: 0

(59) Cc1cc(Cl)ccc1OCCCC(=O)NCCCn1ccnc1
  MEX-5 binding: -2.6; MCL1-BIM inh: 0; VLA-4 inh: -4; AGP1 TOR yeast: 103; CIT2-GFP yeast: 101; Yeast superoxide: 97; BCLXL inh: 2; GLD-1 RNA inh: 1; GRK2 aptamer HTS: 2
